# Screening results from PubChem BioAssay.
# SR-BI uptake up: enhances SR-BI lipid uptake from DiI-HDL. CHO ldlA[mSR-BI] cells, DiI-HDL uptake fluorescence, 3 h; 100 = double the neutral-control signal. activation, % at 12.5 µM. 320,000 compounds, 0.096% hits. AID 504775;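 active = mean replicate activation of at least 60% and every replicate at or above 60%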;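 also: 0% = median plate neutral-control signal and 100% = twice that signal; values of inactives mirror those of a sister screen read the other way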
#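 Test system: SR-BI-overexpressing, LDLR-lacking CHO cells. Measured by: DiI fluorescence, bottom read. Medium: Ham's F12 with 0.5% BSA, HEPES 25 mM, pH 7.4. Timing: 3 h uptake period with compound, 37 °C.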
# CAL PDZ FP-1: human CAL PDZ-peptide interaction inhibition | Q9HD26 | purified CAL PDZ, TMR-peptide fluorescence polarization, 1 h | inhibition, % at 20 µM | 330,000 compounds, 0.02% hits | AID 504414;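 active = highest replicate inhibition of at least 40%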;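 also: plate controls were DMSO neutral control wells for no effect and unlabeled competitor peptide control wells for full effect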
#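 Material: tagged CAL PDZ protein CerCALP, purified; buffer or medium: sodium phosphate/NaCl buffer pH 7.4 with TCEP, IgG, Thesit; also added: fluorescent TMR peptide probe; schedule: 1 h incubation at room temperature before polarization reading; technique: fluorescence polarization from S- and P-plane intensities, G-factor corrected; control set: unlabelled peptide and DMSO controls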
# dFosB activator: enhances mouse delta FosB homodimer DNA binding; purified delta FosB, TAMRA-CDK5 oligo fluorescence polarization; percent of positive-control signal above neutral wells; activation, % at 25 µM; 340,000 compounds, 0.99% hits;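 active = mean activation above about 17%, with every replicate also reaching it, limit read from the data, passing the limit was not always enough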;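 also: fluorescence polarization rise as delta FosB binds a TAMRA Cdk5 AP-1 oligo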
# PvdQ acylase: P. aeruginosa PvdQ acylase inhibition. purified PvdQ acylase, fluorescence plate reader. inhibition, % at 10 µM. 340,000 compounds, 0.063% hits; in the data active = inhibition above about 30%, passing the limit was not always enough;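 also: 0% = vehicle neutral wells and 100% = reference inhibitor wells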
# CAL PDZ FP-2: blocks peptide binding to the human CAL PDZ domain | 300,000 compounds, 0.92% hits | Q9HD26 | purified CAL PDZ, TMR-peptide fluorescence polarization, 1 h | inhibition, % at 24.9 µM | AID 602252;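 active = mean inhibition of at least 30% with at least half of replicates also reaching 30%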;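 also: 0% = DMSO neutral control and 100% = excess unlabeled competitor peptide PRC23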
# Rtt109 HAT inh: inhibitors of Candida albicans Rtt109/Vps75 histone acetyltransferase. inhibition, % at 34.9 µM. purified Rtt109/Vps75, ThioGlo CoA-SH fluorescence, 4 h. 330,000 compounds, 0.16% hits;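 active = inhibition of at least 50% in every replicate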
# Target sequence (Q5AAJ8 whole entry, looked up): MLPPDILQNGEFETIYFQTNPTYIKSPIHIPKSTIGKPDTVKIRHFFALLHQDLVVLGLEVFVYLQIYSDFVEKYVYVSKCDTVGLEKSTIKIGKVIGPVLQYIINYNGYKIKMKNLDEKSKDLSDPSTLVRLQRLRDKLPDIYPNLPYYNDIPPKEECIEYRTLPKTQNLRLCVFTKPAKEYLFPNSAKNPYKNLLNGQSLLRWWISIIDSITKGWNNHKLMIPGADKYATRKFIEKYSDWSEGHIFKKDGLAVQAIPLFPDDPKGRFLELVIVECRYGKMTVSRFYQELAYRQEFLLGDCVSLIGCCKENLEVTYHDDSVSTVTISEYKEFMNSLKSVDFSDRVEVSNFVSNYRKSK
# MITF TRPM1 HTS: MITF TRPM1 promoter activation in melanoma cells; SK-MEL-5 TRPM1-promoter luciferase, 24 h; % of positive control, neutral wells = 0; activation, % at 12.5 µM; AID 588334; 300,000 compounds, 0.75% hits;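 active = mean activation of at least 80% with every replicate also reaching 80%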;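 also: 0% = neutral control wells and 100% = parthenolide positive control wells; values of inactives mirror those of a sister screen read the other way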
# NSD2 inh: NSD2 (human) methyltransferase inhibition; O96028; NSD2 peptide methylation, AlphaScreen, 120 min; inhibition, % at 12.5 µM; 310,000 compounds, 0.54% hits; AID 743445; in the data active = inhibition above about 50%
# PfHsp90 yeast 2: growth inhibition of yeast expressing Plasmodium Hsp90. S. cerevisiae expressing PfHsp90, BacTiter-Glo ATP, 48 h; yeast lacking PDR1 and PDR3 efflux regulators. inhibition, % at 9.4 µM. 310,000 compounds, 0.32% hits;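 active = every replicate shows inhibition above about 80%, whatever the replicate mean, limit read from the data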;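 also: 0% = DMSO neutral controls and 100% = 20 µM radicicol positive controls; yeast relying on Plasmodium falciparum Hsp90 in place of its own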
# SR-BI HDL uptake: blocks mouse SR-BI lipid uptake from DiI-HDL | Q61009 | ldlA[mSR-BI] CHO cells, DiI-HDL uptake fluorescence, 3 h | inhibition, % at 12.5 µM | 320,000 compounds, 0.96% hits | AID 488896;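 active = mean replicate inhibition of at least 70% and a set share of replicates each scoring 70 or more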;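 also: 0% = median of neutral control wells and 100% = median of positive control wells; values of inactives mirror those of a sister screen read the other way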
# Target sequence (Q61009 whole entry, looked up): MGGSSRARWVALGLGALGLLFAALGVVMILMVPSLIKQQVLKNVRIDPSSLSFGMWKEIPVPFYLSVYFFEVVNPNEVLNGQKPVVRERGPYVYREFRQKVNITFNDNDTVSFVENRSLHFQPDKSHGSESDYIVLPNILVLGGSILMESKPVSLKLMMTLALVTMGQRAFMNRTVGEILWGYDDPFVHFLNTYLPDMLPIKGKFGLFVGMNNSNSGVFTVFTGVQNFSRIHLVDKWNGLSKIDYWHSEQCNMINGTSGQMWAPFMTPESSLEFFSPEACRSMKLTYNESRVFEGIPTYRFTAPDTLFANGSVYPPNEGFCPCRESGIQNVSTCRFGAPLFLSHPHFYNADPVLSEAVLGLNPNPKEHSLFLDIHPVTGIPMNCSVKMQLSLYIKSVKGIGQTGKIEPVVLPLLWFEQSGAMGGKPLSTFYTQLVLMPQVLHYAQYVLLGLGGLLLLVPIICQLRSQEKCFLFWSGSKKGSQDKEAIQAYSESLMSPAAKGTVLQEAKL
# * marks the source's active call; other numbers are inactive results; . = no result given; & = joins results of further samples.
SMILES,SR-BI uptake up,CAL PDZ FP-1,dFosB activator,PvdQ acylase,CAL PDZ FP-2,Rtt109 HAT inh,MITF TRPM1 HTS,NSD2 inh,PfHsp90 yeast 2,SR-BI HDL uptake
Cc1ccc(OCC(=O)Nc2ccccc2C(N)=O)cc1,32.4,.,-5.9,-4.8,-2.7,-4.4,61.3,-4.2,-10.5,-32.4
N#Cc1ccc(Oc2ccc(NC(=O)C3CC=CCC3C(=O)O)cc2)cc1 (configuration not stated),11.8,-0.5,-0.2,-7.7,.,1.8,-5.1,-3.0,13.5,-11.8
O=C(NCC(O)c1ccccc1)c1ccccc1 (configuration not stated),1.9,-0.2,-5.7,-23.4,0.4,3.9,46.6,-1.5,-5.8,-1.9
CCCCNC(=O)Oc1ccc(C(=O)N2c3ccccc3NC(=O)C2C)cc1 (configuration not stated),-12.2,.,-0.3,-6.6,-2.5,3.7,-1.8,24.9,6.9,12.2
O=C(NCCN1CCCc2ccccc21)C1CCC(=O)N(CCc2ccccc2)C1 (configuration not stated),-8.8,-0.4,-5.3,-0.8,-2.5,-5.3,-6.1,-0.4,-10.4,8.8
O=C1CCC(C(=O)N2CCCCO2)CN1Cc1ccc(Cl)cc1 (configuration not stated),3.0,0.0,5.0,5.2,0.2,-2.6,2.9,-2.9,-10.1,-3.0
O=c1c2cc(F)ccc2sn1-c1ccccc1,13.8,-0.9,2.2,-8.6,1.5,132.3*,-0.2,.,-7.3,-13.8
Cc1c(C#N)sc(C(N)=O)c1C,2.4,-0.3,-2.1,2.2,0.4,15.1,-18.8,-2.4,-5.1,-2.4
NS(=O)(=O)c1ccc(NC(=O)COc2ncnc3sccc23)cc1,-8.0,-0.5,7.5,-6.2,-5.7,-2.9,-5.8,8.3,3.3,8.0
CC/C(C)=N/Nc1ccc(S(=O)(=O)N2CCCC2)cc1[N+](=O)[O-],-10.9,0.7,-9.7,-5.8,-3.8,-8.0,-2.3,-1.0,-19.5,10.9
Cc1ccc(C(C(=O)NCC2CCCO2)N(C(=O)c2snc(C(N)=O)c2N)c2ccc(F)cc2)o1 (configuration not stated),9.7,-1.9,-8.6,-2.8,-3.9,-7.9,-6.2,23.3,-2.1,-9.7
Cc1ccc(NC(=O)CS(=O)CC(=O)NCCCc2ccccc2)cc1Cl (configuration not stated),5.8,-7.1,-6.5,-7.8,-13.5,-1.2,-3.2,-3.3,-9.8,-5.8
Cc1ccc(-n2[nH]c(C)c(/C=N/n3c(C)nc4ccccc4c3=O)c2=O)cc1,-16.4,-2.8,-4.8,-2.8,1.2,7.8,18.3,-7.8,27.1,16.4
O=C1CSC(=S)N1/N=C/c1ccc(O)c(O)c1O,.,0.3,-12.2,11.0,6.5,196.5*,-11.3,.,10.4,.
CC(=O)N1CCC(=NNc2nc3ccccc3s2)CC1,6.2,-0.3,-3.9,-0.4,6.3,2.9,27.8,-0.8,1.2,-6.2
Cc1ccc(C)n1-c1ccc(C#N)cn1,3.4,-3.0,-1.3,6.6,-0.9,14.7,5.7,.,.,-3.4
COC(=O)CSc1nc(C)c2c(n1)CCCC2,-3.7,-0.2,-1.1,3.5,.,12.4,.,-2.5,8.4,3.7
N#CC1=C(N)Oc2ccccc2C12C(=O)Nc1n[nH]c(-c3ccccc3)c12 (configuration not stated),2.4,-1.6,-2.1,-9.6,.,-3.6,-0.8,0.5,12.2,-2.4
O=Cc1ccc(OC2OCCOC2Oc2ccc(C=O)cc2)cc1 (configuration not stated),13.6,-1.2,-2.2,-12.9,-3.1,2.9,8.0,16.8,9.4,-13.6
Cc1oc(-c2cc3c(cc2Cl)OCO3)nc1CN1CCCC1c1ccc(F)cc1 (configuration not stated),-18.2,-2.9,-9.1,4.1,-2.0,2.3,-10.8,-7.0,9.5,18.2
COc1cc(/C=N/n2c(-c3ccccc3)n[nH]c2=S)ccc1O,.,-1.6,1.9,-14.9,-3.6,3.2,13.6,-4.4,-27.0,.
COc1cc(NC(=O)c2onc(C)c2Cl)cc(OC)c1OC,-4.8,-1.7,-2.7,-15.3,1.9,15.5,-1.7,-1.1,18.2,4.8
CC(=O)Nc1ccc(S(=O)(=O)NCCC(=O)NCC2COc3ccccc3O2)cc1 (configuration not stated),22.0,-0.2,-2.1,10.9,5.4,0.8,-12.0,-1.0,-4.2,-22.0
Cc1cc(Cl)ccc1OCCCC(=O)Nc1cccnc1,20.7,-0.5,-2.6,-0.3,-7.5,1.2,14.4,-2.0,-7.1,-20.7
CC(=O)Oc1ccc(/C=N/NS(=O)(=O)c2ccc(C)cc2)c(OC(C)=O)c1,23.7,-0.8,0.9,-12.8,-4.0,5.8,-12.3,3.3,9.6,-23.7
CC(C)CC(CO)NS(=O)(=O)c1cccc(Cl)c1F (configuration not stated),3.8,-0.5,-2.8,-2.4,-3.0,3.9,9.2,.,3.4,-3.8
O=C(NCC(c1cccs1)N1CCOCC1)c1cccc(S(=O)(=O)Nc2ccc(F)cc2)c1 (configuration not stated),3.0,-0.8,-12.8,-10.6,-2.1,-7.6,6.1,-3.5,1.2,-3.0
Cc1ccc2cccnc2c1N,-7.2,6.3,1.6,-3.0,3.9,1.6,-5.3,1.9,-11.7,7.2
Nc1nnc(C2CCCC2)s1,43.2,0.4,5.1,-11.5,0.7,5.1,-1.5,-0.3,0.8,-43.2
COc1cc2c(cc1OC)-c1n[nH]c(=S)n1C(C)(C)C2,7.5,-1.8,-8.6,-3.0,.,-4.5,3.2,-0.8,-19.8,-7.5
CCOC(=O)c1ccc(NC(=O)C2CC(=O)N(c3ccc4c(c3)OCCO4)C2)cc1 (configuration not stated),-20.5,-1.8,3.2,-15.1,7.6,2.0,7.6,-0.5,17.1,20.5
CCc1nc(N2CCC3(CC2)OCCO3)c2nnn(Cc3ccccc3)c2n1,-37.7,-0.7,3.6,2.4,-1.4,32.7,-4.5,-4.7,-2.8,37.7
Oc1oc(-c2ccccc2)nc1C=NCc1ccccc1,8.8,-2.0,-2.4,-1.9,-1.1,8.6,102.9*,6.1,-2.3,-8.8
N[C@@H](Cc1ccc(O)c(O)c1)C(=O)O,0.3,0.8,0.5,-6.6,3.9,3.9,8.8,.,4.1,-0.3
Cc1ccnc(SCC(=O)N2CCc3ccccc3C2)n1,3.2,0.0,1.8,-12.4,-0.7,-7.1,5.7,-2.0,-17.6,-3.2
O=C(NC1CCCCC1)c1cc(-c2ccc(O)cc2)on1,-6.8,-1.2,8.0,-9.3,-2.7,-0.8,93.2*,-7.8,-81.4,6.8

# Part of the list above in order of SMILES length, smallest number first:
SMILES,SR-BI uptake up,CAL PDZ FP-1,dFosB activator,PvdQ acylase,CAL PDZ FP-2,Rtt109 HAT inh,MITF TRPM1 HTS,NSD2 inh,PfHsp90 yeast 2,SR-BI HDL uptake
Cc1ccc2cccnc2c1N,-7.2,6.3,1.6,-3.0,3.9,1.6,-5.3,1.9,-11.7,7.2
Nc1nnc(C2CCCC2)s1,43.2,0.4,5.1,-11.5,0.7,5.1,-1.5,-0.3,0.8,-43.2
Cc1ccnc(SCC(=O)N2CCc3ccccc3C2)n1,3.2,0.0,1.8,-12.4,-0.7,-7.1,5.7,-2.0,-17.6,-3.2
CCc1nc(N2CCC3(CC2)OCCO3)c2nnn(Cc3ccccc3)c2n1,-37.7,-0.7,3.6,2.4,-1.4,32.7,-4.5,-4.7,-2.8,37.7
CCOC(=O)c1ccc(NC(=O)C2CC(=O)N(c3ccc4c(c3)OCCO4)C2)cc1 (configuration not stated),-20.5,-1.8,3.2,-15.1,7.6,2.0,7.6,-0.5,17.1,20.5

# Further entries follow:
SMILES,SR-BI uptake up,CAL PDZ FP-1,dFosB activator,PvdQ acylase,CAL PDZ FP-2,Rtt109 HAT inh,MITF TRPM1 HTS,NSD2 inh,PfHsp90 yeast 2,SR-BI HDL uptake
COc1ccc(C(=O)OCC(=O)c2ccc(C)c(S(=O)(=O)N3CCOCC3)c2)cc1OC,.,4.6,-1.3,-4.2,-0.8,-6.2,-9.6,0.0,9.6,.
CCOc1cccc(/C=N/NC(=O)c2cc(-c3cccn3C)n[nH]2)c1O,-104.4,.,-11.1,-8.8,-7.4,-1.7,-43.5,-5.6,-19.3,104.4*
O=C(Nc1ccc(-c2noc(CCc3ccccc3)n2)cc1)c1ccco1,-58.0,.,-11.2,-15.5,-8.2,8.0,39.1,2.0,18.6,58.0
CC(=O)N1N=C(N)SC1(C)C,-7.1,-0.1,-3.5,-6.9,.,4.2,0.6,-1.9,1.4,7.1
CCCC(CCC)C(=O)O,16.6&1.7,0.4&-0.8,5.0&3.8,-12.1&-3.9,-2.1&-3.2,-0.8&-2.5,7.5&-4.4,.,3.4&-4.2,-16.6&-1.7
CC(=O)N1CCc2cc(Br)cc(S(=O)(=O)NCC3CCCO3)c21 (configuration not stated),27.5,-0.7,-2.2,-3.7,.,-12.8,.,.,3.1,-27.5
O=C(NNC(=S)NC(=O)c1ccc(Br)cc1)c1ccc([N+](=O)[O-])cc1,10.4,.,-0.9,-14.7,.,0.9,.,0.1,-15.6,-10.4
CCN(CC)S(=O)(=O)c1cc(NS(=O)(=O)c2ccccc2)ccc1C,11.3,-0.7,-13.9,1.1,-0.5,17.3,-11.0,-3.5,-4.5,-11.3
COc1ccc(/C=C(/NC(=O)c2ccccc2)C(=O)NC2CCS(=O)(=O)C2)cc1 (configuration not stated),28.9,-1.9,-2.8,-3.1,-0.6,-11.2,4.6,-2.4,5.2,-28.9
CCCN(CCC)C(=O)Cn1c2ccccc2c2nc(=O)cc(C)n21,19.7,0.3,-11.6,4.5,.,-8.7,-24.5,.,0.9,-19.7
CC(=O)Nc1ccc(S(=O)(=O)Nc2cc(C)cn(Cc3ccc(C)cc3)c2=O)cc1,.,-1.7,-5.5,3.7,0.1,8.0,.,0.7,8.9,.
C[C@H]1COC(=O)[C@H](Cc2ccc(F)cc2)C/C=C\C[C@@H](CC(=O)N(CCO)Cc2ccccc2)C(=O)N1,-36.7,-0.4,1.9,16.4,-1.6,7.3,-7.1,.,3.3,36.7
Cc1nnc(-c2cnn(-c3ccccc3)c2N)n1Cc1ccccc1,19.9,0.3,-3.6,-11.8,-5.0,0.3,-21.6,-2.4,-22.1,-19.9
O=C1C2C3C=CC(C4CC34)C2C(=O)N1/N=C/c1ccc([N+](=O)[O-])o1 (configuration not stated),-8.2,0.3,-1.5,0.0,5.5,-24.0,-73.6,-4.7,-37.6,8.2
Brc1ccc(CSc2ccc(-c3ccco3)nn2)cc1,7.0,0.2,-6.7,-11.2,-7.5,0.9,71.9,0.4,-13.0,-7.0
CC1(C)CC(=O)C(=CN2CCOCC2)C(=O)C1,26.8,0.2,-1.6,-8.9,-6.9,2.2,-17.1,-1.0,-13.1,-26.8
CC[C@H](C)C(=O)O[C@H]1CCC=C2C=C[C@H](C)[C@H](CC[C@@H]3C[C@@H](O)CC(=O)O3)[C@H]21,0.1,-0.6,-8.3,-9.6,-4.7,8.3,20.6,.,-14.7,-0.1
